SIAE primary – human SIAE inhibition, primary screen; Q9HAT2; SIAE FP-Rh probe binding, fluorescence polarization; inhibition, % at 9.66 µM; 370,000 tested, 0.69% active; AID 1053197;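 active = inhibition above a cutoff: mean of compounds within the control limits plus 3 SD of those, cut at about 17% in these data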;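 note: 0% = plate median of compound wells and 100% = probe without SIAE protein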
Target sequence (Q9HAT2 whole entry, looked up): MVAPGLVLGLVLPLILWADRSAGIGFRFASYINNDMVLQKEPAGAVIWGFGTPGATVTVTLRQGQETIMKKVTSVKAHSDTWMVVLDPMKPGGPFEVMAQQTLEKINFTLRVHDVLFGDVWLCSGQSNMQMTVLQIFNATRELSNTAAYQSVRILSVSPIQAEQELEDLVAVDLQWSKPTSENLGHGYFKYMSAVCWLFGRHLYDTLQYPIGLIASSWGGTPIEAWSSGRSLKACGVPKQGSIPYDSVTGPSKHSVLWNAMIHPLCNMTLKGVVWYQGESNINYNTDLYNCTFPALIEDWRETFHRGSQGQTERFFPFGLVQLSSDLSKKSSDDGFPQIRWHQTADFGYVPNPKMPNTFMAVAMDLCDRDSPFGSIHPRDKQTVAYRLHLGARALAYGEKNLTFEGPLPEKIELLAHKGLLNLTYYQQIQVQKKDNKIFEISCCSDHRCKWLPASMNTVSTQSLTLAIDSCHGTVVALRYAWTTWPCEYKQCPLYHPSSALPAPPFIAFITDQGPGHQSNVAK
ASAP1 inh – ASAP1 ArfGAP inhibition; ASAP1-stimulated ARF1 GTP hydrolysis, GDP FP detection; 360,000 tested, 0.19% active; inhibition, % at 16.5 µM; AID 624377; Q9ULH1; in the data active = inhibition above about 25%;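 note: 0% = vehicle with enzyme and substrate and 100% = no enzyme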
Target sequence (Q9ULH1 325-724 limits assumed): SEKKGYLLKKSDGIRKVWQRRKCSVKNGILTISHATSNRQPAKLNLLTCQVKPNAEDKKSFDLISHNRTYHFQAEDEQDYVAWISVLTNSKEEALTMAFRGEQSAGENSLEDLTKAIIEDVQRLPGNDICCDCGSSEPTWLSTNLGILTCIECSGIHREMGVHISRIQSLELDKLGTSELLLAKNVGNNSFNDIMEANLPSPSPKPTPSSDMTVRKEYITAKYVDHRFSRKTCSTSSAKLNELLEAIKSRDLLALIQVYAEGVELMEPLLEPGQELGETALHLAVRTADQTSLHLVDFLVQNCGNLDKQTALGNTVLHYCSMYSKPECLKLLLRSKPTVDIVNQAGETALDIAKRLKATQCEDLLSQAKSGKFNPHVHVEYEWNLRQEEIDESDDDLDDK
TDP2 absorb – blocks human TDP2 phosphodiesterase activity; 370,000 tested, 0.34% active; recombinant TDP2, T5PNP hydrolysis, p-nitrophenol absorbance 415 nm; AID 720702; O95551; inhibition, % at 12.8 µM;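 active = inhibition above the mean of all tested compounds plus 3 SD, set per campaign, cut at about 25% in these data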;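 note: 0% = DMSO with enzyme and 100% = buffer with substrate but no TDP2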
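Evaluation: % inhibition relative to enzyme-containing and enzyme-free wells. Material: recombinant human TDP2. Benchmarks: enzyme-free and DMSO wells. Timing: enzyme reaction with compound for 2 h at 37 °C. Compound dosing: 12.8 µM only. Measured by: p-Nitrophenol epi absorbance. Reagent: T5PNP substrate at 5 mM, a TopII-DNA adduct mimic. Replication: single well per compound.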
ARFGAP1 inhibitor – inhibitors of rat ARFGAP1. Arfgap1-stimulated ARF1 GTP hydrolysis, GDP FP detection. AID 651572. 360,000 tested, 0.26% active. inhibition, % at 16.5 µM. Q62848;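 active = inhibition above a per-plate limit, mean inhibition of low control wells plus 3 SD, cut at about 25% in these data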;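 note: 0% = DMSO wells with enzyme and 100% = wells lacking Arfgap1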
Target sequence (Q62848 1-136 limits assumed): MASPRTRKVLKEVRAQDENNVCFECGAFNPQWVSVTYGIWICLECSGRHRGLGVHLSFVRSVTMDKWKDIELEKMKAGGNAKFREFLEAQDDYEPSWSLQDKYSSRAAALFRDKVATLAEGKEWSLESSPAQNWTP
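Material: truncated rat Arfgap1 GAP domain; Incubation: compound-enzyme preincubation 20 min, reaction 120 min, detection 60 min, 25 °C; Read-out: percent inhibition of Arfgap1-stimulated GTP hydrolysis; Technique: FP, GDP Alexa 633 tracer displaced from anti-GDP antibody, 620/688 nm; Controls: No-Arfgap1 wells (100%) versus DMSO full-reaction wells (0%); Replication: single well per compound.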
DDE Tn7 FP inh – DD(E)-Tn7 binding inhibition, primary FP screen. FP displacement of FITC-Tn7 peptide from fibrin DD(E); 0% = median of compound wells per plate. inhibition, % at 8.3 µM. AID 720508. P02675. 370,000 tested, 0.13% active;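 active = inhibition above the mean of compounds falling within the control limits plus 3 SD of them, cut at about 14% in these data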;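 note: 0% = plate median of compound wells and 100% = 10 µM Aha-Tn7 peptide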
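Assay system: Human fibrin DD(E) protein | Medium: Tris buffer with calcium and detergent, pH 7.8 | Reagent: 0.1 µM fluorescent Tn7 | Compound dosing: Single point at 8.3 µM | Times: 10 min preincubation, 3 h with tracer, room temperature | Detection: Fluorescence polarization of the labelled Tn7 tracer | Controls: Aha-Tn7 high control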
PLCg1 inh – PLC-gamma1 (human) inhibition, primary screen | inhibition, % at 12.2 µM | purified PLC-gamma1, fluorogenic substrate, fluorescence | P19174 | 370,000 tested, 0.84% active; in the data active = inhibition above about 9.5%
ADAM17 inh – inhibits human ADAM17; P78536; recombinant ADAM17, EDANS/DABCYL FRET peptide cleavage; inhibition, % at 6.95 µM; 370,000 tested, 0.83% active;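 active = inhibition above the mean of compounds lying between control limits plus 3 SD, set per campaign, cut at about 8.5% in these data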;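 note: 0% = DMSO-only wells as the low control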
Tn6 DDE FP – inhibitors of Tn6 peptide binding to human fibrin DD(E); P02675; Fibrin DD(E) TRITC-Tn6 fluorescence polarization displacement; inhibition, % at 8.3 µM; 370,000 tested, 0.21% active; AID 720509;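 active = inhibition above a per-campaign cutoff: mean of compounds within control limits plus 3 SD, cut at about 15% in these data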;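 note: 0% = median of all compound wells on the plate and 100% = blocking peptide control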
ADAM10 inh – ADAM10 inhibition, QFRET primary screen | O14672 | recombinant ADAM10, EDANS/DABCYL FRET peptide cleavage, 3 h | inhibition, % at 7 µM | 370,000 tested, 0.62% active;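 active = inhibition above a per-campaign cutoff equal to the mean of compounds falling between control-based bounds plus 3 SD, cut at about 20% in these data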;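 note: 0% = DMSO wells while the 100% control is not disclosed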
PLC-beta3 inh – inhibitors of human phospholipase C beta3; Q01970; Purified PLC-beta3, fluorogenic substrate, fluorescence; inhibition, % at 12.2 µM; 370,000 tested, 0.18% active; in the data active = inhibition above about 11%;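 note: 0% = median of compound wells on plate and 100% = full blocker control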
The depositor's hits bear a star; i = inactive. Outcome played no part in choosing rows; 3.6% or so of the library scored in one or more.

SMILES | SIAE primary | ASAP1 inh | TDP2 absorb | ARFGAP1 inhibitor | DDE Tn7 FP inh | PLCg1 inh | ADAM17 inh | Tn6 DDE FP | ADAM10 inh | PLC-beta3 inh
CCOC(=O)c1cc(NCc2cccs2)ccc1N1CCOCC1 | 9 | 7 | -5 | 9 | 2 | -90 | -6 | 1 | -10 | -124
Clc1ccc(-c2nnc(-c3ccccc3)o2)c(Cl)c1 | -9 | -10 | -13 | -7 | 0 | 0 | -1 | 0 | -10 | 2
Cc1ccc(OCC(=O)N2CCCCC2C)c([N+](=O)[O-])n1 (stereo not drawn) | -5 | -3 | -1 | 8 | -8 | 4 | -3 | -3 | -13 | -1
CCN(C(=O)CN1CCN(C)CC1)c1cccc2ccccc12 | 2 | 4 | 2 | -1 | 0 | 6 | 1 | 0 | 0 | 5
CNC(=O)C1(C)Cc2c(-c3ccc(NC(C)=O)cc3)ccnc2O1 (stereo not drawn) | -11 | 3 | -4 | 3 | 1 | -1 | -2 | -1 | 4 | 0
COc1ccc2[nH]c(=O)c(CNc3ccc(C)cc3C)cc2c1 | -8 | 1 | -16 | -1 | 0 | -239 | -80 | -1 | -213 | -342
CCOC1=NN(c2ncc(C(F)(F)F)cc2Cl)C(=O)C1 | 1 | 1 | -6 | -1 | 2 | 3 | -1 | 0 | 0 | 1
COc1ccc(N(CC(=O)NC2CC2)S(=O)(=O)c2ccccc2)cc1 | 4 | -8 | -3 | 3 | 1 | 0 | -1 | -3 | 2 | -5
CCOC(=O)C(NC(C)=O)(OCc1ccc(F)cc1)C(F)(F)F (stereo not drawn) | -3 | 1 | -1 | -8 | 3 | -3 | -5 | 13 | -1 | 0
COc1cc(CC(=O)N2CCN(S(=O)(=O)c3ccc(C(C)C)cc3)CC2)cc(OC)c1OC | 6 | -4 | -9 | -17 | 5 | 0 | 5 | -10 | 9 | 0
CCOC(=O)c1nnn(-c2nonc2OC)c1-c1ccccc1 | 2 | 6 | 2 | -1 | -3 | 0 | -3 | 1 | -11 | 1
O=C(COc1ccc(F)cc1Cl)N(Cc1nnc(-c2ccccc2Cl)o1)C1CC1 | 2 | 0 | -5 | 15 | 0 | 2 | -4 | -5 | -2 | -4
CCc1nnc(NC(=O)CSc2nnc(CNc3ccc(OC)cc3)n2CC)s1 | 7 | -7 | -1 | 11 | -3 | 1 | 0 | 2 | -2 | 0
C=CCn1c(O)c(N=NC(=O)c2cccnc2)c2cc(Br)ccc21 | 0 | 3 | -8 | -2 | 0 | -2 | -4 | -4 | -6 | -7
CC(=O)Nc1cccc(Oc2cc(C#N)c(C#N)cc2N2CCOCC2)c1 | 4 | 13 | -5 | -4 | -5 | -8 | 4 | 7 | 2 | -13
O=C(CSc1nccc(=O)[nH]1)NCc1ccc(Cl)cc1 | -2 | 3 | 6 | 17 | -1 | -1 | -3 | 2 | -11 | 1
O=C(N/N=C/c1cc(Br)cs1)C(O)c1ccccc1 (stereo not drawn) | -1 | -1 | -24 | -14 | 3 | 1 | 1 | 12 | 5 | -2
O=S(=O)(c1ccccc1F)N1CCc2ccccc2C1 | -5 | -4 | -12 | -3 | -11 | 4 | 2 | -7 | 10 | 2
CC(C)OCCCNc1nc(-c2ccccc2)nc2ccccc12 | 4 | -7 | -3 | -4 | 1 | -3 | 1 | -10 | 10 | -13
COc1cc(/C=N/Nc2cccc(C)c2)cc(Br)c1O | 15 | 8 | 3 | 8 | 2 | -9 | -2 | -7 | 2 | -16
c1ccc2c(c1)CN1C(=N2)COc2ccccc2C1c1nc2ccccc2[nH]1 (stereo not drawn) | 3 | -4 | -5 | -4 | 7 | -13 | -2 | 2 | -19 | -14
Cc1cc([N+](=O)[O-])nn1CC(=O)c1ccccc1 | 2 | -6 | -8 | 5 | 1 | 1 | -4 | 3 | 13 | -9
Nc1ncnc(N)c1NC(=O)c1ccccc1 | 0 | 1 | 0 | -5 | 3 | 3 | 1 | 7 | -3 | 2
CCOc1ccc(NC(=O)C2CCCN(S(=O)(=O)c3ccc(-n4cnnn4)cc3)C2)cc1 (stereo not drawn) | -3 | 0 | -11 | 4 | -2 | 1 | -1 | 0 | 9 | -2
CCOC(=O)C1CCN(C(=O)Cn2cnc3sc(C)c(S(=O)(=O)N4CCOCC4)c3c2=O)CC1 | 2 | 6 | -6 | 9 | -2 | 2 | 0 | -3 | -10 | 1
O=C(O)C(Cc1ccc(OS(=O)(=O)Cc2ccccc2)cc1)NS(=O)(=O)Cc1ccccc1 (stereo not drawn) | 4 | -10 | 7 | -7 | -5 | -2 | -2 | -6 | -8 | -5
COc1ccc(OCC(=O)N2CCN(S(=O)(=O)c3ccc(Cl)cc3)CC2)cc1 | -8 | 6 | 8 | -8 | 4 | 3 | -5 | 1 | -4 | 1
COc1cccc(CNC(=O)C2CCN(c3ncnc4c3nc3n4CCCCC3)CC2)c1 | 1 | -3 | 1 | -11 | 3 | 5 | -5 | -1 | -5 | -8
CSc1nc(C)c2cc(C)oc2n1 | 1 | 7 | -1 | 11 | 5 | 1 | -5 | 0 | 0 | 0
CCCNC(=O)C1(C)CCN(C(=O)c2ccc3snnc3c2)C1 (stereo not drawn) | -2 | -3 | 9 | -5 | 2 | 4 | -2 | -1 | -2 | 0
COCCN1C(=O)C(=O)/C(=C(/O)c2ccc(S(=O)(=O)N3CCOCC3)cc2)C1c1cccc(OC)c1 (stereo not drawn) | -2 | 4 | 4 | -2 | 2 | 3 | -2 | -5 | 0 | -4
CCOc1ccc(OCc2ccc(C(=O)NN)o2)cc1 | 2 | 2 | 1 | 5 | 3 | -3 | -12 | 3 | -25 | -3
CCOC(=O)c1c(C2CC2)csc1NC(=O)COC(=O)c1cc(OC)c(OC)cc1[N+](=O)[O-] | 4 | -3 | -2 | -2 | -2 | 8 | 2 | 3 | 1 | 3
Cc1cc(C)n2nc(SCc3ccccc3F)nc2n1 | 3 | 9 | -13 | 9 | -5 | 4 | 3 | -3 | 10 | -5
COC(C[C@@H]1O[C@@H]1[C@@H](O)[C@@H](C)OCc1ccccc1)OC | 2 | 15 | 4 | 0 | 2 | -1 | -2 | -4 | 2 | 0
CCOCCCNC(=S)N1CCC(NC(=O)c2ccco2)CC1 | -4 | -3 | -20 | 6 | -3 | 4 | 4 | 0 | 6 | -4
Cc1c(NC(=S)Nc2ccccc2C(F)(F)F)cccc1[N+](=O)[O-] | -3 | -12 | 7 | 1 | -1 | 0 | -4 | 0 | -6 | 2
Cc1cccc(NC(=O)c2cc(S(=O)(=O)N3CCc4ccccc43)cn2C)c1 | 5 | 0 | -7 | 7 | -2 | 4 | 1 | 2 | -14 | -2
COc1ccc2cc(CN(Cc3ccco3)C(c3nnnn3C3CCCCC3)C(C)C)c(=O)[nH]c2c1 (stereo not drawn) | 0 | 0 | 0 | -3 | -6 | -52 | -28 | -3 | -64 | -48
O=C(NCc1cccnc1)C(=O)Nc1ccc2c(c1)OCO2 | -3 | -9 | -6 | -3 | 6 | 2 | -4 | 4 | -2 | -7
O=C(Nc1nnc(-c2ccco2)o1)c1ccc(N2C(=O)CCC2=O)cc1 | 6 | -5 | 6 | 3 | -1 | -2 | -4 | -2 | -3 | -7
COC(OC)c1ccnc(-c2ccc(OC(=O)c3ccc(F)cc3)cc2)n1 | -5 | -4 | 0 | 7 | -6 | -4 | -2 | 0 | -3 | 1
COc1ccccc1Cn1c(=O)c2ccccc2n2c(Sc3ncnc4sccc34)nnc12 | -4 | 3 | 5 | -2 | -2 | 1 | -2 | 6 | -3 | 2
O=C(NCc1ccc(Cl)cc1)c1cnn2ccccc12 | -11 | -1 | -12 | 5 | -10 | -13 | -42 | -8 | -198 | -23
CNC(=O)COC(=O)c1c2c(nc3ccccc13)CCC2 | 4 | 19 | 0 | 5 | -8 | -12 | -15 | 6 | -31 | -23
CCOC(=O)c1ccc2ncc(C(=O)OCC)c(NCc3ccco3)c2c1 | 7 | 3 | 11 | -3 | -1 | -152 | -383 | 0 | i | -172
CC(C)CN(CC(C)C)C(=O)Nc1ccccc1F | 1 | 7 | -7 | 12 | -8 | 6 | 4 | 2 | 3 | 6
COc1ccc(NC(=O)Nc2sc(NS(=O)(=O)c3ccccc3)nc2C)cc1 | 13 | -3 | 6 | 4 | 6 | -5 | -3 | 4 | -3 | -3
CCOC(=O)c1ccc(NC(=O)CC2COc3ccccc3O2)cc1 (stereo not drawn) | -8 | -5 | -3 | -3 | 5 | 1 | 4 | 2 | 15 | -1
CCOC(=O)C1=C(C)Nc2ccc(C)cc2S1 | 9 | 0 | 3 | 11 | 1 | 2 | -2 | -4 | 1 | -2
CCOC(=O)C1Nc2ccc(C(F)(F)F)cc2C2c3ccccc3CC12 (stereo not drawn) | 8 | -2 | 18 | 12 | 3 | -3 | -2 | 0 | -1 | -2
COCCCNc1nc(-c2ccc(Cl)cc2)nc2ccccc12 | -17 | 7 | 4 | 4 | 4 | -8 | 1 | 5 | 4 | -15
CCC(=O)Nc1nc(CC(=O)Nc2ccccc2)cs1 | 1 | -14 | -9 | -19 | 9 | 0 | -2 | 1 | -20 | -2
c1ccc(-c2cnc(SCCN3CCOCC3)n2CC2CCCO2)cc1 (stereo not drawn) | 2 | -3 | 13 | 6 | -3 | 3 | 0 | 5 | -4 | 2
Cc1cc(C)c(NC(=O)CSc2nc3ncc(Cl)cc3[nH]2)c(C)c1 | 3 | 13 | 18 | -5 | -6 | 3 | -4 | 2 | -1 | -8
CCN(CC)CCCn1c2c(c(SCC(=O)Nc3ccc(OC(F)(F)F)cc3)nc1=O)CCC2 | 3 | -4 | -1 | -7 | 13 | 1 | -4 | 0 | -1 | 2

Three compounds out of the list, ordered by SMILES length, high to low.
SMILES | SIAE primary | ASAP1 inh | TDP2 absorb | ARFGAP1 inhibitor | DDE Tn7 FP inh | PLCg1 inh | ADAM17 inh | Tn6 DDE FP | ADAM10 inh | PLC-beta3 inh
CCOC1=NN(c2ncc(C(F)(F)F)cc2Cl)C(=O)C1 | 1 | 1 | -6 | -1 | 2 | 3 | -1 | 0 | 0 | 1
O=C(NCc1cccnc1)C(=O)Nc1ccc2c(c1)OCO2 | -3 | -9 | -6 | -3 | 6 | 2 | -4 | 4 | -2 | -7
CCOC(=O)c1cc(NCc2cccs2)ccc1N1CCOCC1 | 9 | 7 | -5 | 9 | 2 | -90 | -6 | 1 | -10 | -124
